Bioassay records from PubChem.
inhibitors of VEEV – inhibitors of VEEV TC-83 cytopathic effect, confirmation, Vero cells (AID 588727); actives 0.13% (n = 350,000); Vero cells, VEEV TC-83 cytopathic effect inhibition; higher % means a stronger effect; one-dose inhibition, % at 20 µM; IC50 in µM for titrated hits; in the data active = a potency from the dose series; inconclusive = inhibition mostly from about 14% at the one dose, without a potency; inactive = the rest, 99 in 100 with inhibition below about 12%; note: strong numbers were not always called active
tuberculosis growth – growth inhibition of non-replicating M. tuberculosis (AID 488890); Mycobacterium tuberculosis non-replicating, growth inhibition; higher % means a stronger effect; inhibition, % at 25 µM; hits with a dose series show IC50 in µM; actives 0.39% (n = 320,000); in the data active = a potency from the dose series; inconclusive = inhibition mostly from about 82% at the one dose, without a potency; inactive = the rest, 99 in 100 with inhibition below about 76%;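 note: plate controls were DMSO cells for no effect and high antibiotic wells for full effect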
M. tuberculosis HTS – M. tuberculosis growth inhibition, HTS (AID 449762); M. tuberculosis H37Rv growth inhibition, 7H9 media; higher % means a stronger effect; actives 0.59% (n = 330,000); inhibition, % at 25 µM; hits with a dose series show IC50 in µM; in the data active = a potency from the dose series; inconclusive = inhibition above about 70% without an active follow-up result;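 note: bacterial growth assessed after seven days of incubation; strong numbers were not always called active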
H1N1 NS1A inhibition – H1N1 influenza NS1A inhibitors, functional cell based assay (AID 504329); inhibition, % at 12.5 µM; hits with a dose series show IC50 in µM; NS1A functional cell-based assay, percent inhibition; higher % means a stronger effect; actives 0.3% (n = 340,000); in the data active = a potency from the dose series; inconclusive = inhibition above about 27% without an active follow-up result; note: strong numbers were not always called active
Salmonella PhoP GFP – Inhibition of PhoP regulon, Salmonella typhi GFP reporter cells, confirmation, 4 h (AID 1850). Salmonella Typhi PhoP-promoter GFP reporter, fluorescence, 4 h; higher % means a stronger effect. one-dose inhibition, % at 50 µM; IC50 in µM for titrated hits. actives 0.33% (n = 310,000); in the data active = a potency from the dose series; inconclusive = inhibition mostly from about 25% at the one dose, without a potency; inactive = the rest, 99 in 100 with inhibition below about 19%;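 note: 0% = induced wells with vehicle and 100% = uninduced wells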
inhibitors of VEEV 10K pilot screen – second read-out of inhibitors of VEEV, no call of its own (marks repeat the call); inhibition, %; measured here: 10K pilot screen inhibition
* hit, by the source's call; i = inactive; ? = inconclusive; . = not tested or not shown.

SMILES | inhibitors of VEEV | tuberculosis growth | M. tuberculosis HTS | H1N1 NS1A inhibition | Salmonella PhoP GFP | others
Cc1cccc(NC(=O)C2C3C=CC(O3)C2C(=O)O)c1C (stereo not given) | i | -10% | 0% | -2% | -4%
COc1ccc(C=NN=C2c3ccccc3-c3ccccc32)cc1OC | ? | . | . | 16% | .
CCOC(=O)c1oc2c(CN3CCN(C)CC3)c(O)ccc2c(=O)c1-c1ccccc1OC | i | . | -11% | 13% | -3%
COC(=O)c1ccc(C2CC(=O)Nc3cc(OC)c(OC)c(OC)c32)cc1 (stereo not given) | 0.4% | -14% | -1% | -2% | 8%
CCc1ccc(N2CCN(CCNC(=O)Nc3ccccc3)CC2)cc1 | 1.0% | 69% | 10% | -22% | -4%
CN(C)CC(C)(C)CNC(=O)c1cc(Br)cc(Br)c1O | i | 6% | 1% | 3% | 14%
CCc1nnc(NC(=O)C=C(C)C)s1 | 0.5% | -10% | -3% | -2% | -12% | inhibitors of VEEV 10K pilot screen=1.3
O=C(c1ccc(Cl)cc1)C1CCCN(Cc2cccc3cnccc23)C1 (stereo not given) | 1.9% | 71% | 11% | -5% | 0%
CN(C)S(=O)(=O)c1ccc(C(=O)Nc2cccc(C(=O)N3CCOCC3)c2)cc1 | 3.0% | -4% | -14% | -7% | -3%
O=C(NCc1ccc(F)cc1)c1cccc(S(=O)(=O)N2CCCC2)c1 | 2.5% | -2% | -9% | 6% | -6%
COc1cc(/C=N/NC(=O)c2ccc(N)cc2)ccc1OC(=O)c1cccc(C)c1 | 2.7% | 36% | 4% | 22% | -2%
O=CC1=C(N2CCOCC2)/C(=C/c2ccc(Cl)cc2)CC1 | 1.2% | 29% | 1% | -3% | 3%
CCCS(=O)(=O)c1c(S(=O)(=O)CCC)c2c(N)cccn2c1C(=O)c1ccc(Br)cc1 | 6.4% | 19% | -9% | -3% | 5% | inhibitors of VEEV 10K pilot screen=3.8
COc1ccc(C(=O)N2CCCC2)cc1 | 0.6% | 8% | -6% | -8% | -8%
COc1ccc(S(=O)(=O)N2CCN(c3ccccc3)CC2)cc1 | 0.7% | 2% | 2% | 3% | 7%

A draw from above in order of molecular weight, ascending:
SMILES | inhibitors of VEEV | tuberculosis growth | M. tuberculosis HTS | H1N1 NS1A inhibition | Salmonella PhoP GFP | others
CCc1nnc(NC(=O)C=C(C)C)s1 | 0.5% | -10% | -3% | -2% | -12% | inhibitors of VEEV 10K pilot screen=1.3
O=CC1=C(N2CCOCC2)/C(=C/c2ccc(Cl)cc2)CC1 | 1.2% | 29% | 1% | -3% | 3%
CCc1ccc(N2CCN(CCNC(=O)Nc3ccccc3)CC2)cc1 | 1.0% | 69% | 10% | -22% | -4%
O=C(c1ccc(Cl)cc1)C1CCCN(Cc2cccc3cnccc23)C1 (stereo not given) | 1.9% | 71% | 11% | -5% | 0%
CCOC(=O)c1oc2c(CN3CCN(C)CC3)c(O)ccc2c(=O)c1-c1ccccc1OC | i | . | -11% | 13% | -3%
CCCS(=O)(=O)c1c(S(=O)(=O)CCC)c2c(N)cccn2c1C(=O)c1ccc(Br)cc1 | 6.4% | 19% | -9% | -3% | 5% | inhibitors of VEEV 10K pilot screen=3.8

Next entries:
SMILES | inhibitors of VEEV | tuberculosis growth | M. tuberculosis HTS | H1N1 NS1A inhibition | Salmonella PhoP GFP | others
O=C(Nc1ccccc1Cl)NC1(C(=O)N2CCCC2)CCCCC1 | 0.6% | 46% | -6% | -3% | 1%
Cn1c(=O)cc(SCC(=O)NCCC2=CCCCC2)c2ccccc21 | 1.3% | -3% | -6% | -8% | -6%
Cc1ccc(OC(=O)c2ccccc2C(=O)OCC(F)(F)C(F)F)cc1 | 1.7% | 65% | ? | -2% | -24%
N=C1C(c2ccccc2)=C(O)CN1c1ccccc1N1CCOCC1 | i | -11% | -3% | -1% | -18%
COc1ccc(-c2c(-c3ccc(O)cc3O)n[nH]c2C(F)(F)F)cc1 | 4.6% | 6% | 4% | 9% | -13%
O=C(CN1CCOCC1)N/N=C/c1ccc(-c2cccc(Cl)c2Cl)o1 | i | . | 3% | 1% | -2%
CC(=NNC(=S)N(Cc1ccccn1)Cc1ccccn1)c1cnccn1 | ? | . | . | 1.2µM* | .
COc1cccc(CN2CCN(Cc3cccc4c3OCO4)CC2CCO)c1 (stereo not given) | 1.3% | 2% | 1% | -12% | 7%
Cc1cccc(SC2CCN(C(=O)C3CCC(=O)N(C4CC4)C3)CC2)c1 (stereo not given) | 0.6% | 7% | 12% | 1% | -2%
CSC1=N/C(=C\c2c(F)cccc2Cl)C(=O)S1 | 0.2% | ? | 3% | 6% | 3%
c1cnc2ccc3ncccc3c2c1 | 1.3% | -2% | -1% | -10% | -2%
CC(=O)Nc1cccc(Oc2cc(C#N)c(C#N)cc2N2CCCCCC2)c1 | 6.2% | 28% | 18% | 4% | -3%
CN(C(=O)c1cccc(NC(=O)Cc2cccc(NC(=O)C3CCCN(C(=O)CCc4ccccc4)C3)c2)c1)C1CCC1 (stereo not given) | 0.1% | . | . | 8% | .
COc1ccc(-c2csc(NC(=O)c3c(C)noc3C)n2)cc1F | 6.0% | . | . | -11% | .
COc1cccc(C(=O)Cn2c(=O)n(CC3CCCO3)c(=O)c3ccccc32)c1 (stereo not given) | 7.7% | -3% | -2% | -9% | 18%
O=S(=O)(N1CCCCC1)N1CCCN(S(=O)(=O)N2CCCCC2)CC1 | i | -5% | -7% | -24% | -1%
COc1ccc(C(=O)/C=C/Nc2ccc(S(=O)(=O)Nc3nc(C)cc(C)n3)cc2)cc1OC | 0.8% | 11% | 0% | -2% | -7%
NNC(=O)C1SCCN1S(=O)(=O)c1ccc(Cl)cc1 (stereo not given) | 0.4% | 2% | -3% | 2% | -1%
COc1ccc(-c2cc(C(F)(F)F)n3ncc(C(=O)Nc4c(C)n(C)n(-c5ccccc5)c4=O)c3n2)cc1 | . | -10% | 4% | . | -1%
COc1cc(/C=N/n2nnnc2N)ccc1OC(C)=O | 0.8% | -11% | -5% | -5% | 4%
CC(NC(=O)c1ccc(Cl)cc1)C(=O)N1CCCCC1 (stereo not given) | 1.0% | 46% | 1% | 2% | -1%
Cn1nnc2cc(C(=O)Nc3ccccc3)ccc21 | 0.7% | 5% | 8% | -1% | -4%
COC(=O)C1=C(c2ccccc2OCc2ccccc2)C[C@@H]2CC[C@H]1N2C(=O)NC1CCN(Cc2ccccc2)CC1 | i | 40% | ? | 19% | .
COc1ccc(Cl)cc1C(=O)Nc1nnn(C)n1 | i | -20% | -1% | -17% | 1%
CCCN1C2CCCC1CC(NC(=O)c1ccc(F)cc1)C2 (stereo not given) | 1.8% | 10% | -20% | 9% | -1%
Cc1cc(C(=O)Nc2c(C)nn(Cc3ccccc3Cl)c2C)no1 | 1.5% | 10% | -5% | 27% | -2%
COc1ccccc1NC(=O)C(C)OC(=O)/C(=C/c1ccccc1)NC(C)=O (stereo not given) | i | -7% | 5% | -25% | 5%
O=C(Nc1ccc(O)c(-c2nc3ccccc3s2)c1)c1cc(=O)c2ccccc2o1 | i | -2% | 7% | 11% | -11%
Cc1ccsc1C(=O)C1CCCN(Cc2cnc(N3CCOCC3)s2)C1 (stereo not given) | 7.3% | 4% | 5% | 1% | -10%
Cc1ccccc1/C=N/Nc1ccc(Cl)nn1 | 1.3% | 76% | 57% | 4% | -18%
Cc1cc(Br)ccc1NC(=O)C1CCCO1 (stereo not given) | 0.9% | 10% | -7% | 0% | 0%
Cc1ccccc1C(=O)Oc1cccc2c(O)cccc12 | 1.4% | 37% | 2% | 9% | -9%
CN(Cc1ccc(F)cc1)C(=O)C(Cc1ccccc1)NC(=O)c1ccccc1 (stereo not given) | 7.5% | -7% | -2% | -13% | 0%
Cc1ccc(NC(=O)c2cc(-c3ccc4c(c3)OCO4)on2)cc1 | 4.7% | 23% | 15% | -7% | 2%
CC1CCCC/C1=N\Nc1ccc(S(N)(=O)=O)cc1[N+](=O)[O-] (stereo not given) | 0.4% | -6% | -2% | 11% | 2%
CCN1C(=O)[C@H]2[C@@H](c3ccc(-c4ccc(F)cc4)cc3)N[C@@](CC(C)C)(C(=O)OC)[C@H]2C1=O | i | 2% | -4% | -10% | -9% | inhibitors of VEEV 10K pilot screen=0.5
C=CCn1cccc(C(=O)Nc2ccc(Cl)cc2)c1=O | 1.0% | -3% | 0% | -26% | -2%
O=C(c1cc(-c2ccccc2O)on1)N1CCc2ccccc2C1 | 8.6% | -1% | 4% | 2% | -9%
CCCOC(=O)c1cc(NC(=O)/C=C/c2ccccc2)ccc1O | . | 20% | ? | . | -4%
CCN1C(=O)S/C(=C/c2ccc(Oc3ccc([N+](=O)[O-])cn3)c(OC)c2)C1=O | 0.3% | -6% | 3% | 14% | -6%
CC(NC(=O)c1ccc(Cl)c(Cl)c1)c1ccc(-c2ccccc2)cc1 (stereo not given) | i | 1% | 2% | 0% | -6%
CC[C@H](C)Cc1cn([C@@H](CCCN=C(NC(=O)OC(C)(C)C)NC(=O)OC(C)(C)C)C(=O)NCCCCCCCCCCC(=O)N2CCN(C(=O)OC(C)(C)C)CC2)nn1 | i | ? | ? | 9% | -1%
Cc1ccc(NC(=O)C(NS(=O)(=O)c2cccc3nsnc23)C(C)C)nc1 (stereo not given) | 1.3% | . | -10% | -3% | -11%
COc1ccc2nc(SCC(=O)c3c(N)n(C4CC4)c(=O)[nH]c3=O)[nH]c2c1 | 0.9% | -2% | -5% | 15% | .
OC(CN(Cc1ccccc1)Cc1ccccc1)c1ccccc1 (stereo not given) | 1.0% | . | . | -1% | .
O=C(c1ccc(CN2CCOCC2)cc1)N1CCC(Cc2ccccc2)CC1 | 0.1% | 16% | -5% | 1% | -4%
COc1ccc(-c2nn(-c3ccccc3)cc2C(=O)N2CCN(S(=O)(=O)c3ccccc3[N+](=O)[O-])CC2)cc1 | 7.1% | . | . | -3% | .
CC1CCN(C(=O)c2ccc(NC(=O)c3cccs3)cc2)CC1 | 2.0% | 2% | -3% | 0% | 7%
COc1ccc(N/N=C(\C#N)C(=O)NCCc2ccc(OC)c(OC)c2)cc1 | 1.7% | 22% | 2% | -19% | 5%
COCc1nnc(NS(=O)(=O)c2ccc(F)cc2)s1 | 0.1% | -10% | -3% | -8% | -7%
O=C1CNC(=O)N1Cc1ccc(Br)cc1 | . | -4% | -2% | . | 1%
CCCn1c(SCC(=O)Nc2nnc(C)s2)nnc1-c1ccoc1C | 2.1% | -1% | 0% | -11% | 6%
CCc1ccc2c(COC(=O)CNS(=O)(=O)c3ccc(NC(C)=O)cc3)cc(=O)oc2c1 | i | 4% | 13% | 0% | -7%
O=C(CNC(=O)Cc1ccccc1)NCc1cccs1 | 1.5% | -5% | -11% | 0% | .
Cc1cc(NC(=O)CCCC(=O)O)nc(C)n1 | i | -12% | -8% | 5% | -2%
Cc1ccc(NC(=O)CSCC(=O)N2CCN(C(=O)c3ccco3)CC2)cc1 | 4.0% | -18% | 4% | -8% | .
C=CCOc1ccc(C=NNc2ccc(S(=O)(=O)Nc3ccccc3C(=O)O)cc2[N+](=O)[O-])cc1OC | 2.6% | 71% | 4% | 27% | .
CN(Cc1ccccc1)C(=O)c1ccco1 | i | . | -9% | 1% | -1%
O=C(COC(=O)c1ccc[n+]([O-])c1)Nc1ccc([N+](=O)[O-])cc1C(F)(F)F | 0.8% | 11% | 7% | -4% | .
COC(=O)C1=C(C)NC(=O)/C1=C\c1cc(C)n(-c2ccc(F)cc2)c1C | 1.6% | 6% | 6% | 6% | -7%
Next section.
SMILES | inhibitors of VEEV | tuberculosis growth | M. tuberculosis HTS | H1N1 NS1A inhibition | Salmonella PhoP GFP | others
CC(C)NC(=O)NC(=O)COc1cccc2c1OC(C)(C)C2 | 0.2% | -15% | 4% | -1% | 5%
CCOc1ccc(C(=O)Cc2cc3cccc(OC)c3oc2=O)cc1 | 0.6% | 9% | 2% | -5% | 5%
Cc1nn(-c2ccccc2)c(N2CCCCC2)c1/C=N/O | 0.9% | 3% | -10% | -4% | -1%
Cc1ccc2c(c1)N(N=O)CCC2 | i | -11% | 1% | 3% | -6%
Cc1ccc2[nH]c(=O)c(CN(Cc3nnnn3Cc3ccccc3)C3CCCC3)cc2c1 | 5.7% | 44% | -13% | 10% | 8%
N#CCCn1cc(/C=N/NC(=O)c2ccncc2)c(-c2ccccc2)n1 | 1.4% | 66% | ? | 3% | -7%
c1cn(CCCNC2=NCCCCC2)cn1 | 3.2% | -3% | 2% | -7% | -5%
O=C(NNC(=O)c1ccc(Oc2cc(Cl)cc(Cl)c2)o1)c1ccccc1 | 0.8% | 71% | 51% | 1% | 9%
